Rab9 prom act = qHTS Assay for Rab9 Promoter Activators. Huh7 Rab9 promoter-luciferase reporter, luminescence, 24 h. Potency, µM (series often up to 9.22 µM), inactives show top-dose activation, negative = inhibition, hits mostly activators. actives 2.8% (n = 320,000). AID 485297, 2010; note: potency is the fitted concentration of half-maximal effect; % of control where 0% means no effect; nearly all actives have a fitted effect of over 60% in size
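Promoter activation is measured as luciferase luminescence in Huh7 cells stably transfected with a Rab9 promoter–luciferase construct, following 24 h compound exposure at 37 °C and 10 min reagent incubation at ambient temperature.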
Menin-MLL TR inh = qHTS Assay for Inhibitors Targeting the Menin-MLL Interaction in MLL Related Leukemias: Competition With Texas Red Labeled MLL-derived Mutant Peptide | Potency, µM (series often up to 61.6 µM), inactives show at the top dose FP activity change, negative = inhibition, most hits filed as inhibitors | actives 0.23% (n = 270,000) | O00255 | Menin + Texas Red MLL mutant peptide, fluorescence polarization; active = well fitted inhibition curve with a large enough effect in the polarisation, with a control signal flat, not every such curve was filed as active; inconclusive = small, poorly fitted or top-dose-only effect, or effect the other way, or a change in a side signal; inactive = no such curve, though single readings can be large or run the other way; the % refers to the polarisation; note: potency is the fitted concentration of half-maximal effect; % of control where 0% means no effect; many of its hits are not listed in these tables
NPC1 prom act = qHTS Assay for NPC1 Promoter Activators | Huh7 NPC1 promoter luciferase reporter, 24 h | Potency, µM (titrated, usually from 9.22 µM), inactives show at the top dose activation, hits mostly activators | actives 2.4% (n = 320,000);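 note: potency is the fitted concentration of half-maximal effect; % of control where 0% means no effect; nearly all actives have a fitted effect of over 60% in size; reporter is driven by a mutant NPC1 promoter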
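Huh7 cells stably carrying NPC1 promoter–luciferase, plated in Opti-MEM with 10% FBS for 2 h, were exposed to compound in DMSO for 24 h at 37 °C; luciferase reagent was added for 10 min and luminescence read.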
FLuc modulator = qHTS profiling assay for firefly luciferase inhibitor/activator using purifed enzyme and Km concentrations of substrates (counterscreen for miR-21 project); Luciferin 4-monooxygenase (Photinus pyralis), P08659; purified FLuc, Km substrates, luminescence inhibition; Potency, µM (titrated, usually from 57.5 µM), for the others: top-dose activity change, negative = inhibition, actives largely listed as inhibitors; actives 6.9% (n = 360,000); AID 588342, 2011;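 note: potency is the fitted concentration of half-maximal effect; plate controls were vehicle for no effect and reference inhibitor for full effect; nearly all actives have a fitted effect of over 55% in size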
Target sequence (P08659 whole entry, looked up): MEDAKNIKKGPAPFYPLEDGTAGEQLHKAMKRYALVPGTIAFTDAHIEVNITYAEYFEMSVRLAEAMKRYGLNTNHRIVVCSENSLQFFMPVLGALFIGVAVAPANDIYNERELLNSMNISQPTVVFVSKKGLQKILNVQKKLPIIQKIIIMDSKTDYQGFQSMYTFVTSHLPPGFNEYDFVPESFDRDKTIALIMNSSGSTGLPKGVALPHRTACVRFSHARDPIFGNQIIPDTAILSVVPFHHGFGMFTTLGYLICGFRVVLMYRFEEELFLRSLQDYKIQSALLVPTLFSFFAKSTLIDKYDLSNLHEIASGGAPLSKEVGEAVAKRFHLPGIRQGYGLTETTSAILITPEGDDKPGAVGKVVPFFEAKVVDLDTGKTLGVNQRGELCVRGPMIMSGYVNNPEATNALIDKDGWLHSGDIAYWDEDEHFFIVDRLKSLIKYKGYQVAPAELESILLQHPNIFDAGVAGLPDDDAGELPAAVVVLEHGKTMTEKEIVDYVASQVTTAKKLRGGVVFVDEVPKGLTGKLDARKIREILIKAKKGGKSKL
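Biochemical qHTS of compounds, final roughly 60 µM downward over six points, against 10 nM purified firefly luciferase using Km concentrations of substrates (10 uM D-luciferin, 10 uM ATP) in Tris acetate pH 7.5 buffer; luminescence output.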
Mito fusion yeast = qHTS Assay for Small Molecule Inhibitors of Mitochondrial Division or Activators of Mitochondrial Fusion. S. cerevisiae fusion-defective mutant growth rescue, CellTiterGlo 48 h. Potency, µM (doses to about 46.1 µM), for the others: top-dose growth rescue (activation), actives largely listed as activators. actives 0.23% (n = 320,000);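 note: potency is the fitted concentration of half-maximal effect; % of control where 0% means no effect; nearly all actives have a fitted effect of over 45% in size; temperature-sensitive fusion mutants such as fzo1-1 at 37 °C on non-fermentable ethanol glycerol medium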
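Temperature-sensitive fusion-defective S. cerevisiae (e.g. fzo1-1, mgm1-5) were grown with compound in YPEG medium (3% ethanol, 3% glycerol) for 48 hours at 37C. Growth rescue was measured as viability by CellTiterGlo luminescence after 10 minutes at ambient.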
ELG1 DNA repair = qHTS screen for small molecules that inhibit ELG1-dependent DNA repair in human embryonic kidney (HEK293T) cells expressing luciferase-tagged ELG1; HEK293T ELG1-luciferase reporter, luminescence, 16 h; DNA damage induced by 5-fluorouridine; Potency, µM (highest dose often 46.1 µM), inactives show at the top dose activity change, negative = inhibition, usual class: inhibitors; actives 2.3% (n = 330,000); AID 504467, 2011; note: potency is the fitted concentration of half-maximal effect; % is set by controls: 0 for no effect and ±100 for the full control effect; nearly all actives have a fitted effect of over 55% in size
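DMSO vehicle served as the neutral condition. Each well held 2,000 cells given 5-fluorouridine plus compound; after 16 hr at 37 °C/5% CO2, ONE-Glo was added and luciferase measured 30 min later.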
RORgamma inh = qHTS for inhibitors of ROR gamma transcriptional activity; Potency, µM (highest dose often 53.6 µM), for the others: at the top dose activity change, negative = inhibition, hits mostly inhibitors; actives 5.4% (n = 310,000); Nuclear receptor ROR-gamma (Mus musculus), P51450; Drosophila S2 Gal4-RORgamma UAS-luciferase reporter, 20 h; note: potency is the fitted concentration of half-maximal effect; % is set by controls: 0 for no effect and ±100 for the full control effect; nearly all actives have a fitted effect of over 60% in size
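ROR gamma transcriptional activity was tracked as Gal4-UAS luciferase output in stably transfected Drosophila Schneider cells, with compound added 1 hr before 700 uM copper sulfate induction and a 20 hr ambient-temperature incubation.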
PKM2 activator = qHTS Assay for Activators of Human Muscle isoform 2 Pyruvate Kinase; Pyruvate kinase PKM (Homo sapiens), P14618; purified PKM2, Kinase-Glo ATP luminescence, activation; response scale: 0% is enzyme alone, no compound; Potency, µM (top dose mostly 57.5 µM), inactives show top-dose activation, actives largely listed as activators; actives 0.34% (n = 260,000); AID 1631, 2009; note: potency is the fitted concentration of half-maximal effect; % is set by controls: 0 for no effect and ±100 for the full control effect; nearly all actives have a fitted effect of over 55% in size
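ATP formation by purified human PK-M2, quantified via coupled luciferase luminescence after 1 h at room temperature with 0.1 mM ADP and 0.5 mM PEP final.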
KCNH2 3.1 block = qHTS for Inhibitors of KCHN2 3.1: Mutant qHTS; AID 720553, 2013; U2OS KCNH2 3.1, thallium flux FluxOr; active compounds read low; Potassium voltage-gated channel subfamily H member 2, brain isoform KCNH2 3.1 (human); actives 0.95% (n = 340,000); activity change, % (tested at about 1.8 µM);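 active = maximum activity change below -70%; inconclusive = maximum activity change from -70% to -50%; inactive = maximum activity change above -50%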;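 note: thallium influx rate constant from kinetic fluorescence after stimulation buffer; % is set by controls: 0 for no effect and ±100 for the full control effect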
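Thallium flux via FluxOr fluorescence (Red40 quencher, 45 min loading) in U2OS cells virally expressing the KCNH2 3.1 isoform (1.77 x 10^8 /mL virus, overnight at 37 C). Rate constants from 2-min kinetic reads post-stimulation, normalised to positive and negative controls.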
VP16 counter = VP16 counterscreen qHTS for inhibitors of ROR gamma transcriptional activity; Drosophila S2 Gal4-VP16 UAS-luciferase, luminescence, 20 h; Potency, µM (doses to about 53.6 µM), for inactives: at the top dose activity, negative = inhibition, most hits filed as inhibitors; actives 3.5% (n = 310,000); AID 2546, 2010;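 note: Gal4-VP16 expression switched on by copper sulfate through the metallothionein promoter; potency is the fitted concentration of half-maximal effect; % is set by controls: 0 for no effect and ±100 for the full control effect; nearly all actives have a fitted effect of over 50% in size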
MBNL1 CUG block = qHTS Assay for Inhibitors of MBNL1-poly(CUG) RNA binding. Muscleblind-like protein 1 (Homo sapiens), Q9NR56. TR-FRET MBNL1-His/biotin-(CUG)12 binding, 665/545 ratio. Potency, µM (series often up to 57.5 µM), inactives show at the top dose activity change, negative = inhibition, actives largely listed as inhibitors. actives 0.036% (n = 280,000); active = well fitted inhibition curve with a large enough effect in the signal ratio, with a control signal flat, not every such curve was filed as active; inconclusive = small, poorly fitted or top-dose-only effect, or effect the other way, or a change in a side signal; inactive = no such curve, though single readings can be large or run the other way; the % refers to the signal ratio; note: potency is the fitted concentration of half-maximal effect; % is set by controls: 0 for no effect and ±100 for the full control effect
Target sequence (Q9NR56 whole entry, looked up): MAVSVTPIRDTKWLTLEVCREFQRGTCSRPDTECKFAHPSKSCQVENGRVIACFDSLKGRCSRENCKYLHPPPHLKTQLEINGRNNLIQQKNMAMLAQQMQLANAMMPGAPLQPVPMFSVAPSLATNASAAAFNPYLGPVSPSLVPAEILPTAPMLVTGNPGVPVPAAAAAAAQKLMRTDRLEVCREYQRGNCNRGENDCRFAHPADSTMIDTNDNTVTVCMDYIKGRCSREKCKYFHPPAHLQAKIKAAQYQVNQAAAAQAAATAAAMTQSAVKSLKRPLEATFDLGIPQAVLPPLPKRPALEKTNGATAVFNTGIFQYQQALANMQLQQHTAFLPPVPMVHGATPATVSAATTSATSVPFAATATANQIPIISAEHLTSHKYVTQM
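TR-FRET readout: Ex 340 nm, 665/545 nm emission ratio, normalized to buffer-only (basal) and MBNL1-(CUG)12 controls. Complex of MBNL1-His with Biotin-(CUG)12, compounds 92 nM–58 uM, incubated 60 min at room temperature.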
The depositor's hits bear a star; ? = inconclusive; · = no result given; [ ] = dose if it differs, or a comment. Unless noted, calls come from the whole dose curve; as a rule, active = well fitted curve in the direction sought with a large enough effect; inconclusive = small, poorly fitted or top-dose-only effect, or another doubt; inactive = no such curve, though single readings can be large; an effect the other way counts as inactive or inconclusive. A portion of the library; count on the stated rates, not on these rows.

SMILES | Rab9 prom act | Menin-MLL TR inh | NPC1 prom act | FLuc modulator | Mito fusion yeast | ELG1 DNA repair | RORgamma inh | PKM2 activator | KCNH2 3.1 block | VP16 counter | MBNL1 CUG block
COc1ccc(-c2cc(CNS(=O)(=O)c3cc(OC)ccc3OC)on2)cc1 | -1% | -4% | -1% | -3% | 0% | -10% | -9% | -4% | 5 | -10% | 1%
CCOc1ccc(-c2nc(CSc3nnc(N)s3)cs2)cc1 | ? | · | ? | 1.9µM* | 5% | ? | 24% | -5% | 3 | -13% | 1%
CCOC(=O)N1CCN(C(=O)/C=C/c2cccc([N+](=O)[O-])c2)CC1 | -3% | 10% | 7% | -1% | 2% | 4% | 2% | -16% | -1 | -7% | ?
CCCCN(C(=S)Nc1cccc(SC)c1)C1CCN(C(C)=O)CC1 | -16% | 5% | -1% | 0% | 3% | -7% | ? | -1% | 3 | 4%[10 µM] | -2%
Cc1ccccc1OCC(=O)NNC(=S)NC(=O)c1ccccc1[N+](=O)[O-] | -1% | 15% | 0% | -13% | -9% | -5% | -8%[10 µM] | 0% | 10 | -24% | ·
O=C1CC(NS(=O)(=O)c2cccnc2)CN1c1ccccc1 (stereo not given) | 0% | · | -1% | -1% | -2% | 10% | · | · | -5 | · | ·
COc1ccc(CCNC(=O)C(=O)NCC2CCCO2)cc1 (stereo not given) | 1% | 13% | -3% | 0% | -2% | 10% | 5% | -5% | -6 | 2% | -10%
N#C/C(=C\c1coc2ccc(O)cc2c1=O)C(=O)Nc1nc2ccccc2s1 | -2% | · | -2% | ? | 8% | ? | ? | 3% | 3 | ? | 6%
Cn1c(SCC(=O)N/N=C/C=C/c2ccco2)nc2ccccc21 | 3% | -7% | 4% | -9% | 3% | -15% | ? | -7% | 0 | -6% | ?
CCN1CC2=C(OC(N)=C(C#N)C2c2ccccc2)/C(=C\c2ccccc2)C1 (stereo not given) | -7% | ? | -4% | 0% | 12% | ? | 16% | -15% | -20 | 4% | 2%
COc1cc2c(cc1OC)C(C)N(C(=O)c1cc(C)on1)CC2 (stereo not given) | -15% | · | -8% | 3% | 0% | 9% | -15% | -9% | 10 | 5% | 3%
Cc1ccccc1NC(=O)C(Cl)=C(Cl)Cl | -43%[inhibitor] | -3% | -37%[inhibitor] | -1% | -3% | ? | -19% | -1% | · | -3%[10 µM] | -7%
Cn1c(SCc2ccon2)nc2ccccc2c1=O | -5% | -21% | -1% | 1% | 14% | -11% | -6% | 1% | 6 | 5% | -1%
Cn1c(=O)c(=O)n(C)c2cc(S(=O)(=O)N3CCOc4ccccc43)ccc21 | 7% | · | -3% | 0% | 4% | 1% | 8% | · | -2 | 6% | -4%
CCOC(=O)c1cccc(NC(=O)C(C)N2C(=O)c3ccccc3C2=O)c1 (stereo not given) | -1% | -1% | -1% | 4% | 0% | 3% | -3% | 2% | 2 | 2% | 11%
Cc1ccc(NCc2ccccc2O)cc1C | 20% | 22% | 14% | ? | -8% | ? | 14% | 0% | -2 | 4% | 3%
C=CCNC(=S)Nc1ccc(OC(F)F)c(Cl)c1 | -2% | 25% | 1% | 1% | -24% | ? | ? | 4% | 7 | ? | -2%
O=[N+]([O-])c1cccc(/C=C/c2ccc3cccc(O)c3n2)c1 | ? | ? | ? | ? | -16% | ? | 3.2µM* | · | -1 | 4.5µM* | 8%
O=C(COc1nsnc1N1CCOCC1)N/N=C/c1ccccc1O | -12% | 3% | -1% | -3% | 4% | ? | 0.71µM* | -15% | 7 | 3.2µM* | -3%
CCOc1ccc(N(CC(=O)O)S(=O)(=O)c2cccnc2)cc1 | 4% | -3% | 0% | 1% | -2% | 7% | -13% | -1% | -11 | -4% | 6%
O=C(Cn1cnc2ccccc21)Nc1ccc2c(c1)OCCCO2 | -16% | · | -9% | ? | -2% | ? | · | · | -19 | · | ·
O=C(Cc1ccccc1)c1c[nH]c(C(=O)C(Cl)(Cl)Cl)c1 | -18% | ? | 0% | -19% | -17% | 9% | -15% | · | -1 | 19% | -16%
CC(C)(C)c1ccc(C(=O)NNC(=O)Cc2cccc3ccccc23)cc1 | 1% | ? | 0% | 15µM* | 5% | 9% | -42% | -2% | -12 | -3% | -18%
COc1cccc2sc(=NC(=O)CS(=O)(=O)c3ccc(F)cc3)n(C)c12 | 0% | · | 2% | -5% | 6% | 0% | · | · | -2 | · | ·
Nc1[nH]nc2nc(-c3ccccc3)[nH]c(=O)c12 | 1% | ? | -1% | -10% | -5% | ? | 8% | 1% | 0 | 2% | -3%
Cc1cccc(CC(=O)NCC2CCCCC2)c1 | 30% | -11% | ? | ? | 1% | 30% | 20% | 1%[11.5 µM] | -6 | -11% | -7%
O=C(c1cc(F)ccc1F)C1CCCN(C(=O)CCCN2CCCCC2=O)C1 (stereo not given) | 1% | -11% | -4% | 7% | -4% | -12% | 34% | -1% | -8 | 10% | -1%
O=c1oc2ccccc2c(O)c1C=Nc1cccnc1 | -12% | 0% | -7% | 9.5µM* | -1% | -3% | -11% | -17% | 7 | 18% | 1%
CC(C)c1nc(-c2ccccn2)no1 | 2% | -2% | 5% | -13% | 2% | ? | 4% | 4% | 0 | 6% | 4%
Cc1ccc(C(=O)NNC(=O)CSc2nnc(C3CC3)n2C)cc1 | 3% | 11% | -5% | 4% | 1% | -2% | -9% | 3% | 9 | 2% | -5%
CC(C)Cn1c(SC(C)C(=O)Nc2ccc3c(c2)OCCO3)nc2ccccc2c1=O (stereo not given) | 0% | -1% | -3% | -2% | -1% | ? | 13µM* | -1% | 12 | -20% | -5%
Cc1ccc(-c2cc(C(F)F)n3ncc(C(=O)N4CCN(c5cccc(C)c5C)CC4)c3n2)cc1 | · | ? | · | 4% | -1% | · | 28% | -1% | 5 | -13% | 0%
CCOc1cccc(CNCCO)c1OCc1ccc(Cl)cc1 | -1% | ? | 2% | -2% | -5% | -9% | -10% | -1% | -3 | -1% | ?
COCCCNC(=O)c1cccc2c(=O)c(C)c(-c3ccccc3)oc12 | 2% | 0% | 0% | -1% | 0% | ? | 44% | -1% | -9 | -6% | -6%
CC(C)Cn1c(N)c(C(=O)COC(=O)COc2cccc(C(F)(F)F)c2)c(=O)n(C)c1=O | 2% | · | -5% | 0% | -5% | ? | 30% | 1% | ? | -19% | -4%
S=c1nc(-c2ccccc2Cl)n(Cc2cccnc2)c2c1CCCC2 | 1% | 3% | -3% | 3% | 14% | 0% | 8% | 1% | 8 | 1% | 7%[11.5 µM]
O=C(NC1CCCC1)c1ccc(CS(=O)(=O)c2ccc(Br)cc2)o1 | -12% | 3% | -4% | 1% | 2% | -7% | 19% | -3% | 2 | 0% | -13%
CCn1cc(/C=N/NS(=O)(=O)c2ccc(OC)cc2)c(C)n1 | 13% | 0% | 0% | 1% | -3% | -5% | 11% | -5% | 32 | -10% | -14%
CC(C)(C)NC(=O)COC(=O)CCC(=O)c1ccc(Cl)cc1 | -3% | ? | -1% | -2% | -3% | 12% | 24% | -7% | -4 | -1% | -3%
c1ccc2c(c1)CCN(c1ncnc3c1[nH]c1ccccc13)C2 | -26% | 30%[activator] | -17% | -5% | 13% | 9.2µM* | 13µM* | 9% | -15 | 6.3µM* | 9%
CC1(C)OC2CCN3C(C(O)COS3(=O)=O)C2O1 (stereo not given) | 5% | 1% | 3% | 1% | 1% | 6% | -11% | 1% | 15 | -1% | -6%
O=C(NC1CCC(O)CC1)c1ccccc1OCc1ccc(F)cc1 (stereo not given) | 8% | · | -2% | 3% | 4% | 11% | 4% | 0% | 5 | -6% | -2%
